Bioassay records as filed in PubChem BioAssay.
GPR151 ag: activators of human GPR151, primary screen, cell-based, PathHunter beta-arrestin, luminescence; G-protein coupled receptor 151 (Homo sapiens), Q8TDV0; PathHunter beta-arrestin GPR151 cells; activation, % at 11.2 µM; 650,000 compounds, 1% hits; in the data active means activation above about 4.9%;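 further: 0% = median of compound wells and 100% = cells with positive control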
Target sequence (Q8TDV0 whole entry, looked up): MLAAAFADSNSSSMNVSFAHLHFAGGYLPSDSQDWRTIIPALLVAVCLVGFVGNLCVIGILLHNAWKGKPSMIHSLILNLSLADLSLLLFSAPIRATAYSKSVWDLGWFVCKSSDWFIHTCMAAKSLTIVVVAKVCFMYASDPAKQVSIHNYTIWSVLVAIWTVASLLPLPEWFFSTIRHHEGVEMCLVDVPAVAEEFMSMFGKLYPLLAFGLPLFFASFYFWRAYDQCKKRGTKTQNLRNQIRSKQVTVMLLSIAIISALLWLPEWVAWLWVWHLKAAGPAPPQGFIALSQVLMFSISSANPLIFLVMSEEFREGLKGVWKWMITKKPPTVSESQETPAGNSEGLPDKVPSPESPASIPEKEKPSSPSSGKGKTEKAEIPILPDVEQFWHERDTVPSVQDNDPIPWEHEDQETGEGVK
MITF inh: MITF inhibitors, primary screen, biochemical, AlphaScreen, human; inhibition, % at 2.6 µM; AID 1259374, 2018; 650,000 compounds, 0.91% hits; AlphaScreen MITF homodimerization, bead proximity signal; in the data active means inhibition above about 50%;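 further: 0% = vehicle wells with protein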
Target sequence (O75030 whole entry, looked up): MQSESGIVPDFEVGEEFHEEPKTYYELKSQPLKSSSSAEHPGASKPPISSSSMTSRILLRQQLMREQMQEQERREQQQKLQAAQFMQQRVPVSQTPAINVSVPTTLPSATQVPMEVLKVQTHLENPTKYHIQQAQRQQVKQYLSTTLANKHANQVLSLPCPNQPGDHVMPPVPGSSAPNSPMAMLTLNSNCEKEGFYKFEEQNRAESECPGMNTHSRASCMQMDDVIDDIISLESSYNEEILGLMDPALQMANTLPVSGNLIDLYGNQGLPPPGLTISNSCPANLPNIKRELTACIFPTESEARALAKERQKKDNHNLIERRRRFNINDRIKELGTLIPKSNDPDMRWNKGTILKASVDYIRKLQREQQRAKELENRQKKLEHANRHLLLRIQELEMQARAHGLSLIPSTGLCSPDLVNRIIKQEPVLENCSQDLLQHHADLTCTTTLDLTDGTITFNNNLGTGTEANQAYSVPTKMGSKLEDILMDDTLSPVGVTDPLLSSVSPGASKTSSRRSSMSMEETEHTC
FBW7 act: FBW7 E3 ligase activators, primary screen, biochemical, AlphaScreen, human; F-box/WD repeat-containing protein 7 (Homo sapiens), Q969H0; AlphaScreen FBW7–phospho-cyclin E peptide binding, activator screen; normalized activity (activation), % at 26.1 µM; 650,000 compounds, 0.13% hits; in the data active means normalized activity above about 1.9%;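 further: purified mutant Fbw7 with reduced substrate affinity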
TEAD-YAP inh: TEAD-YAP interaction inhibition, primary screen, TEAD-YAP interaction inhibitor project, luminescence, HEK-TIYL cells; TEAD-Gal4/YAP UAS-luciferase luminescence; inhibition, % at 9.12 µM; 640,000 compounds, 1.4% hits; in the data active means inhibition above about 32%;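 further: 0% = median of test compound wells and 100% = reference inhibitor wells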
Numbers without * were called inactive.

SMILES | GPR151 ag | MITF inh | FBW7 act | TEAD-YAP inh
CC1CC(C)(C)NC(=S)N1CCC(=O)Nc1ccc(F)cc1 (centres undefined) | 0.1 | 10 | 0.0 | 4
C[C@@H](O)[C@@H]1NC(=O)[C@@H]2C[C@H](NC(=O)Nc3cc(Cl)ccc3Cl)CN2C1=O | -0.7 | 11 | 0.9 | 7
O=S1(=O)NC(=NCC(O)COc2ccccc2)c2ccccc21 (centres undefined) | -0.1 | -9 | 0.1 | 2
COc1ccc(-c2ccc3c(c2)CC(CNC(=O)C[C@@H]2C[C@@H](C)NC(=S)N2)O3)nn1 (some centres undefined) | 0.5 | -1 | 0.2 | -4
CC(=O)Nc1ccc(Nc2nc(-c3csc4ccccc34)ncc2C)cc1 | 2.3 | 9 | 0.1 | -18
CC(=O)Nc1cnc2cnc(-c3ccccc3)cn12 | 0.4 | -5 | 0.6 | -7
CC(=O)c1ccc(NC(=O)CSc2nnc3[nH]c(=O)ccn23)cc1 | -2.2 | 30 | -0.2 | 10
CC1(C(=O)OCC(=O)c2ccccc2)CC1(Cl)Cl (centres undefined) | 0.0 | 9 | 0.1 | -35
CCCNC(=O)c1cc(NCCCN2CCCC2=O)nc2ccccc12 | 0.6 | 0 | -0.1 | 4
CCOc1ccc(/C(O)=C2\C(=O)C(=O)N(CCCN(C)C)C2c2ccccc2F)cc1C (centres undefined) | 0.0 | 0 | 0.0 | 4
Cc1ccc(OCCCCn2ccnc2C)c(C)c1 | 1.4 | 31 | 0.0 | 16
CCOc1ccc(CN2CCN(Cc3nccn3CC)CC2CCO)cc1 (centres undefined) | -2.9 | 2 | 0.0 | 0
CC(C)(C)C(=O)[C@H]1[C@H](c2ccc(Cl)c(Cl)c2)C(C#N)(C#N)[C@@H]2c3ccccc3C=CN21 | 0.4 | 13 | 0.1 | 13
CCOC(=O)Oc1c(-c2ccccc2)oc2ccccc2c1=O | -1.2 | 5 | -0.2 | -14
C=CCN1CCN(C(CCC)c2nnnn2CC2CCCO2)CC1 (centres undefined) | -0.7 | 16 | -0.3 | 6
CCOc1ccc(-n2cc(-c3ccccc3)c3c(NCc4ccc5c(c4)OCO5)ncnc32)cc1 | 0.8 | 5 | -0.1 | 0
CCC(C)(C#CCN1CCN(C)CC1)OC1CCCCO1 (centres undefined) | -1.4 | 1 | -0.1 | -10
Cc1cccc(Cn2c(SCCN3CCCCC3)nc3c2c(=O)[nH]c(=O)n3C)c1 | -2.7 | 10 | 0.2 | -2
COC(=O)c1c(NC(=O)C2=C(C)C(=O)OC23CCCCC3)sc(C)c1C | -0.7 | -3 | 0.0 | 4
COc1ccc(CNC(=O)CN(C)S(=O)(=O)c2cc(C)ccc2OC)cc1 | -0.6 | 6 | -0.1 | 6
Cc1nn(-c2ccccc2)c(-n2cccc2)c1C(=O)O | 3.5 | 4 | -0.1 | -4
O=C(NC1CCN(Cc2ccccc2)CC1)c1cccc(Nc2ccccc2)c1 | -1.4 | -4 | -0.2 | 8
O=C1C(=O)N(C(=O)Nc2ccccc2Cl)c2ccccc21 | 0.9 | 5 | -0.1 | 5
COCCNC(=S)Nc1ccccc1SC | 0.6 | 13 | -0.2 | 9
COc1ccc(-c2cc(=O)[nH]c(NCc3ccccc3)n2)cc1 | 0.3 | -8 | -0.1 | -9
O=C(Cc1ccc([N+](=O)[O-])cc1)Nc1ccc2ccccc2c1 | 1.3 | -4 | 0.0 | 2
CCCCn1ccc(=O)c2c(C(F)(F)F)nccc21 | 0.6 | -5 | 0.0 | 13
Cc1ccc(C(=O)NCC(c2cccnc2)N2CCc3ccccc3C2)cc1[N+](=O)[O-] (centres undefined) | -0.5 | -4 | -0.1 | -2
O=C(C1CCN(c2c(N3CCCC3)c(=O)c2=O)CC1)N1CCc2ccccc21 | -2.5 | 5 | 0.3 | 10
Cc1c(Cl)cccc1N1C(=O)C2CCCCC2C1=O (centres undefined) | 0.0 | -5 | -0.1 | -3
CCCC1(C)N=C(c2ccc3c(c2)OCO3)CC(c2ccccc2O)N1 (centres undefined) | -1.1 | 8 | 0.0 | -55
O=C(OC1CC(NC(=O)C(F)(F)F)c2cc3c(cc21)OCO3)c1cccs1 (centres undefined) | -1.5 | 13 | 0.1 | -2
O=C(Cc1ccc(Br)cc1)N1CCN(C(=O)c2ccco2)CC1 | -0.6 | 6 | -0.1 | -5
CCN(CC)CCCNC(=O)c1ccc2nc(N3CCCCC3)sc2c1 | -0.6 | 16 | 1.3 | -39
COc1ccc2cc(S(=O)(=O)N3CCc4ccccc4C3)c(=O)oc2c1 | -0.2 | -3 | -0.1 | -4
O=C(Nc1ccc(C(=O)N2CCOCC2)cc1)C1COc2ccccc2O1 (centres undefined) | -1.2 | 3 | 0.5 | 0
CCOc1cccc(NC(=O)C2CC(=O)N(c3cccc(Cl)c3C)C2)c1 (centres undefined) | -0.6 | 3 | 0.1 | 8
CC(C)(C)OC(=O)C1C(=O)CC(C)(O)C(C(=O)OC(C)(C)C)C1c1ccc(F)cc1 (centres undefined) | -0.3 | 11 | 0.4 | 11
O=C(CSCc1cccc(Cl)c1)NC1CC1 | 1.4 | -3 | 0.0 | -5
COc1cccc(N2CCN(C3=NS(=O)(=O)C(c4ccc(C)cc4)=C3C)CC2)c1 | -0.3 | 9 | 0.0 | 12
CCN1CCCC1CN1C(=O)CCC1CCNCc1cc2c(cc1Cl)OCO2 (centres undefined) | -0.9 | 2 | -0.1 | -10
CN(Cc1cccc(F)c1)S(=O)(=O)c1ccccc1C#N | 0.4 | -2 | 0.0 | 0
CC(C)C(OC(=O)c1nsc(Cl)c1Cl)C(=O)NCc1ccc2c(c1)OCO2 (centres undefined) | -1.5 | 33 | 1.1 | 8
Cc1ccccc1-c1nnc(SCC(=O)Nc2ccc(N(C)C)cc2)o1 | -0.4 | 1 | 0.1 | -13
Cc1ccc(C2=CC(c3ccc(C)cc3)n3nnnc3N2)cc1 (centres undefined) | -1.0 | 16 | 0.1 | 3
COCCOC(=O)c1c(C)oc2ccc(OC(=O)c3ccccc3)cc12 | -0.3 | 5 | 0.0 | -23
O=C(NCCCN1CCCC1=O)c1cccc(S(=O)(=O)N2CCCCC2)c1 | 0.6 | 5 | -0.2 | 10
CCCCN(CC)CCNC(=O)c1ccc(N2CCCC2=O)cc1 | -0.7 | 11 | 0.8 | 7
CCOc1ccc(Nc2cc(=O)n(C)c(=O)n2C)cc1 | 0.5 | 1 | 0.1 | -5
Cc1ccccc1NS(=O)(=O)N1CCCCC1 | 0.6 | 15 | 0.1 | 2
CCCCCCOc1ccc(OC(=O)c2ccc(OCCCCCC)nc2)cc1 | 1.6 | 2 | -0.1 | -5
CC1(C)CC(=O)C2=C(C1)N(c1sc3c(c1C#N)CCCCC3)C(N)=C(C#N)C2c1ccc(C(C)(C)C)s1 (centres undefined) | -0.9 | 0 | -0.2 | 2
COc1ccccc1C(=O)Oc1ccc2c(c1)C(C)=CC(C)(C)N2 | 0.2 | 23 | -0.9 | -10
COc1ccc(-c2nc(SCC(=O)NC3CCCCC3)c3c(=O)n(C)c(=O)n(C)c3n2)cc1 | 0.7 | 8 | 0.3 | 15
CCN1CCN(c2cc(=O)n(-c3ccc(OC)cc3)c(=O)[nH]2)CC1 | -0.4 | 3 | -0.1 | 11
COc1cc([N+](=O)[O-])ccc1NS(=O)(=O)c1ccc(F)cc1 | -2.4 | 25 | -0.1 | -31
CCCCSc1nnc2c(n1)OC(C(=O)c1ccccc1)Nc1ccccc1-2 (centres undefined) | 1.0 | -6 | -0.2 | -3
Cc1cccc(Oc2ccc(C(N)=O)cc2[N+](=O)[O-])c1 | -2.1 | -2 | 0.0 | -11
Cc1cccc(-n2c(N)cc(=O)[nH]c2=O)c1C | -0.6 | -9 | -0.1 | -1
Cn1cnc2ccc(N)cc2c1=O | -0.9 | 1 | -0.2 | -3

More entries.
SMILES | GPR151 ag | MITF inh | FBW7 act | TEAD-YAP inh
CC(C)(C)NS(=O)(=O)c1ccc(Br)cc1 | 1.8 | 11 | 0.2 | -9
COc1ccc(N2CCN(C(=N)/C(C(C)=O)=C(\C)O)CC2)cc1 | -1.6 | 15 | 0.9 | 7
COc1ccc(NS(=O)(=O)c2ccc(N)c(OC)c2)cc1 | -0.3 | 3 | 0.0 | -9
NC(=O)C1(N2CCCCC2)CCN(C(=O)Nc2ccc(Cl)c(Cl)c2)CC1 | 0.3 | 9 | 0.5 | 3
CCOC(=O)c1cc(NC(=O)CN2C(=O)COc3ccc(Cl)cc32)ccc1Cl | 0.4 | 3 | -0.1 | 10
C=CCc1ccc(OCCOc2ccc(/C=N/n3cnnc3)cc2OC)c(OC)c1 | 0.0 | 7 | -0.1 | 4
Oc1c(CN2CCOCC2)ccc2cccnc12 | 1.3 | 95* | -0.8 | 16
O=C(Nc1ccc2c3c(cccc13)CC2)c1ccccc1Oc1ccccc1 | 0.3 | 1 | 0.1 | -1
CCOc1cc2c(cc1OCC)C(c1cc(OC)c(OC)cc1Br)NCC2 (centres undefined) | -1.0 | 13 | 0.5 | -6
COc1ccc(C2=N/C(=C/c3ccc(F)cc3)C(=O)N2c2ccccc2)cc1 | -0.2 | -6 | 0.5 | -6
COc1ccc(/C=c2/sc3nc4cc(C)c(C)cc4n3c2=O)cc1OC | 0.3 | 10 | 0.3 | 10
COc1cccc(/C=N/Nc2nnc3c(n2)[nH]c2ccccc23)c1 | -0.4 | 17 | 0.0 | -31
O=C(NC1CCCC1)C(c1ccncc1)N(C(=O)c1csnn1)c1cccc(F)c1 (centres undefined) | 1.2 | 8 | 0.1 | 5
C=CCOc1cc(C)nc(N2CCOCC2)n1 | 0.2 | -8 | 0.2 | -1
COc1ccc(S(=O)(=O)NCC(=O)N(CC(=O)NCc2ccco2)C2CCCC2)cc1 | -0.7 | -17 | 0.2 | -4
COc1ccc(/C=N/N=C2/NC(=O)C(c3ccccc3)S2)cc1OC (centres undefined) | -0.4 | -3 | -0.1 | -19
O=C(CC1Nc2cccc3cccc(c23)NC1=O)Nc1ccccc1 (centres undefined) | -0.2 | -1 | 0.2 | 10
CC(C)(C)CC(C)(C)NS(=O)(=O)c1ccccc1[N+](=O)[O-] | 1.7 | 8 | -0.1 | 5
CCc1nc2ccccc2c2nn(CC(=O)N3CCCCC3)c(=O)n12 | -1.1 | 3 | 0.0 | 2
O=c1c(/C=N/NS(=O)(=O)c2ccccc2)coc2ccc(Cl)cc12 | 0.2 | 3 | 0.0 | 15

Part of the list above, with two lines to a compound:
Values run as follows: GPR151 ag, MITF inh, FBW7 act, TEAD-YAP inh
CCN1CCN(c2cc(=O)n(-c3ccc(OC)cc3)c(=O)[nH]2)CC1
 : -0.4, 3, -0.1, 11
COc1cc([N+](=O)[O-])ccc1NS(=O)(=O)c1ccc(F)cc1
 : -2.4, 25, -0.1, -31
CCCCSc1nnc2c(n1)OC(C(=O)c1ccccc1)Nc1ccccc1-2 (centres undefined)
 : 1.0, -6, -0.2, -3
Cc1cccc(Oc2ccc(C(N)=O)cc2[N+](=O)[O-])c1
 : -2.1, -2, 0.0, -11
Cc1cccc(-n2c(N)cc(=O)[nH]c2=O)c1C
 : -0.6, -9, -0.1, -1
Cn1cnc2ccc(N)cc2c1=O
 : -0.9, 1, -0.2, -3
CC(C)(C)NS(=O)(=O)c1ccc(Br)cc1
 : 1.8, 11, 0.2, -9
COc1ccc(N2CCN(C(=N)/C(C(C)=O)=C(\C)O)CC2)cc1
 : -1.6, 15, 0.9, 7
COc1ccc(NS(=O)(=O)c2ccc(N)c(OC)c2)cc1
 : -0.3, 3, 0.0, -9
NC(=O)C1(N2CCCCC2)CCN(C(=O)Nc2ccc(Cl)c(Cl)c2)CC1
 : 0.3, 9, 0.5, 3
CCOC(=O)c1cc(NC(=O)CN2C(=O)COc3ccc(Cl)cc32)ccc1Cl
 : 0.4, 3, -0.1, 10
C=CCc1ccc(OCCOc2ccc(/C=N/n3cnnc3)cc2OC)c(OC)c1
 : 0.0, 7, -0.1, 4
Oc1c(CN2CCOCC2)ccc2cccnc12
 : 1.3, 95*, -0.8, 16
O=C(Nc1ccc2c3c(cccc13)CC2)c1ccccc1Oc1ccccc1
 : 0.3, 1, 0.1, -1
CCOc1cc2c(cc1OCC)C(c1cc(OC)c(OC)cc1Br)NCC2 (centres undefined)
 : -1.0, 13, 0.5, -6
COc1ccc(C2=N/C(=C/c3ccc(F)cc3)C(=O)N2c2ccccc2)cc1
 : -0.2, -6, 0.5, -6
COc1ccc(/C=c2/sc3nc4cc(C)c(C)cc4n3c2=O)cc1OC
 : 0.3, 10, 0.3, 10
COc1cccc(/C=N/Nc2nnc3c(n2)[nH]c2ccccc23)c1
 : -0.4, 17, 0.0, -31
O=C(NC1CCCC1)C(c1ccncc1)N(C(=O)c1csnn1)c1cccc(F)c1 (centres undefined)
 : 1.2, 8, 0.1, 5
C=CCOc1cc(C)nc(N2CCOCC2)n1
 : 0.2, -8, 0.2, -1
COc1ccc(S(=O)(=O)NCC(=O)N(CC(=O)NCc2ccco2)C2CCCC2)cc1
 : -0.7, -17, 0.2, -4
COc1ccc(/C=N/N=C2/NC(=O)C(c3ccccc3)S2)cc1OC (centres undefined)
 : -0.4, -3, -0.1, -19
O=C(CC1Nc2cccc3cccc(c23)NC1=O)Nc1ccccc1 (centres undefined)
 : -0.2, -1, 0.2, 10
